Screening data: PubChem, National Center for Advancing Translational Sciences (NCATS)
RORgamma inh – ROR gamma (mouse) transcription inhibition. hit rate 5.4% among 310,000. Drosophila S2 Gal4-RORgamma UAS-luciferase reporter, 20 h. Potency, µM (highest dose often 53.6 µM), without a hit: at the top dose activity change, negative = inhibition, most hits filed as inhibitors; note: potency is the fitted concentration of half-maximal effect; nearly all actives have a fitted effect of over 60% in size
Target sequence (P51450 whole entry, looked up, the tested form may be a part): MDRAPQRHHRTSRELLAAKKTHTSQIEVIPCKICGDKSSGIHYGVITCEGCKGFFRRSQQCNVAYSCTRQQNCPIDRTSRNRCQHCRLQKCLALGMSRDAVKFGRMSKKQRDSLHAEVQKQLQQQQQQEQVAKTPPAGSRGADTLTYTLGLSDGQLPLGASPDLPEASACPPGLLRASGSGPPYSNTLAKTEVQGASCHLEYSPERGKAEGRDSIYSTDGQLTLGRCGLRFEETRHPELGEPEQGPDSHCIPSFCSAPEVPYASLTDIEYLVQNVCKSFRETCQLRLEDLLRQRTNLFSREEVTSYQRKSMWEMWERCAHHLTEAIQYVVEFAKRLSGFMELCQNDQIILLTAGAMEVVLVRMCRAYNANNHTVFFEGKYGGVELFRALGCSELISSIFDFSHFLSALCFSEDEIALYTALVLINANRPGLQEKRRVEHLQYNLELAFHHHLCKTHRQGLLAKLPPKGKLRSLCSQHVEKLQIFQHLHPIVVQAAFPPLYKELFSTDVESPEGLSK
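Stably transfected Drosophila Schneider cells are the test system, with ROR gamma fused to Gal4 and luciferase under UAS control; luminescence is read after 20 hr of 700 uM copper sulfate induction at ambient temperature.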
Coupling enz – counter-screen for Giardia aldolase inhibitors: coupling enzyme system; coupling enzyme system counterscreen, AmpLite Red fluorescence; AID 2472; activity change, negative = inhibition, % at 58.2 µM, hits read low; hit rate 0.67% among 290,000; in the data active = activity change below about -30%
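Counterscreen of the coupled detection system alone, without aldolase: glyceraldehyde-3-phosphate coupling enzymes plus AmpLite Red readout. Compounds at 57.5 uM final, 10 min RT preincubation, 20 min RT reaction, fluorescence 525/598 nm.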
VP16 counter – counter-screen for ROR gamma inhibitors: Gal4-VP16 reporter. Drosophila S2 Gal4-VP16 UAS-luciferase, luminescence, 20 h. Potency, µM (top dose mostly 53.6 µM), for the others: at the highest dose activity, negative = inhibition, actives largely listed as inhibitors. hit rate 3.5% among 310,000;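 note: Gal4-VP16 expression switched on by copper sulfate through the metallothionein promoter; potency is the fitted concentration of half-maximal effect; nearly all actives have a fitted effect of over 50% in size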
An asterisk follows results filed as active; ? = inconclusive; & = joins results of further samples; [ ] = another dose, or the depositor's remark. Unless noted, calls come from the whole dose curve; as a rule, active = well fitted curve in the direction sought with a large enough effect; inconclusive = small, poorly fitted or top-dose-only effect, or another doubt; inactive = no such curve, though single readings can be large; an effect the other way counts as inactive or inconclusive. % is set by controls: 0 for no effect and ±100 for the full control effect.

SMILES | RORgamma inh | Coupling enz | VP16 counter
NCCC(=O)N[C@H](Cc1cnc[nH]1)C(=O)O | -24% | 3 | 4%
O=C(/C=C/c1ccc(O)cc1)c1ccccc1O | ? | 0 | -2%
C[C@@H]1NC(=O)C/C=C\[C@@H](C)[C@@H]2C=C[C@H](O)[C@@H](COC(=O)[C@H](C)NC(=O)C/C=C\[C@@H](C)[C@@H]3C=C[C@H](O)[C@@H](COC1=O)O3)O2 | 2%[10 µM] | 2 | 4%[10 µM]
N#Cc1cccc(NC(=O)N2CC3(CCN(C(=O)c4cnccn4)CC3)C2)c1 | -1% | 1 | 3%
COC(=O)[C@@]1(Cc2ccc(OC)cc2)[C@H]2c3cc(C(=O)N4CCCC4)n(CCc4ccc(O)c(O)c4)c3C[C@H]2CN1C(=O)c1ccccc1 | 26% | -4 | -3%
O=C(c1ccco1)N1CCC2(CC1)CCN(c1cccc(-c3ccccc3)c1)CC2 | 22% | -1 | 12%
CSCC[C@H](NC(=O)[C@H](CC(C)C)NC(=O)[C@H](CO)NC(=O)[C@H](CCC(=O)O)NC(=O)[C@H](CC(C)C)NC(=O)[C@H](Cc1ccc(O)cc1)NC(=O)[C@H](CCCCN)NC(=O)[C@H](CCCCN)NC(=O)[C@H](C)NC(=O)[C@H](CO)NC(=O)[C@H](CC(C)C)NC(=O)[C@H](CCC(N)=O)NC(=O)CNC(=O)[C@H](CC(C)C)NC(=O)[C@H](CC(C)C)NC(=O)[C@H](CCCCN)NC(=O)[C@H](CO)NC(=O)[C@H](Cc1ccccc1)NC(=O)[C@H](CC(=O)O)NC(=O)[C@H](CO)NC(=O)[C@@H](NC(=O)[C@H](Cc1ccccc1)NC(=O)[C@@H](NC(=O)CNC(=O)[C@H](CC(=O)O)NC(=O)[C@H](C)NC(=O)[C@@H](N)Cc1cnc[nH]1)C(C)C)[C@@H](C)O)C(N)=O | -5% | 1 | -2%
COc1cc2c(c(OC)c1OC)-c1ccc(OC)c(=O)cc1[C@@H](NC=O)CC2 | -31% | -6 | -3%
COc1ccc(-c2nc3cnc(OCc4ccccc4)nc3n(CCC#N)c2=O)cc1 | 10% | 1 | 0%
COc1ccc(-c2cnnc(CCCn3ccnc3-c3ccccc3)n2)cc1 | 0%[10 µM] | 1 | -4%[10 µM]
CC1(C)CC[C@]2(C(=O)O)CC[C@]3(C)C(=CCC4[C@@]5(C)CC[C@H](O)C(C)(C)C5[C@H](O)C[C@]43C)C2C1 (some centres undefined) | -21% | 14 | -11%
N[C@H](Cc1ccc(Cl)cc1)C(=O)O | 24% | 3 | -2%
COc1ccc2[nH]c(-c3ccccc3)c(CCNC(C)=O)c2c1 | 3% | 1 | 1%
O=C(NCCc1c[nH]c2ccccc12)c1ccccc1O | 30% | 0 | -21%
O=c1[nH]cnc2c1ncn2C1CC(O)C(CO)O1 (centres undefined) | 1% | 0 | -2%
O=C(c1cc(C(F)(F)F)cc(C(F)(F)F)c1)N1CCC2(CCCN(Cc3nccs3)C2)CC1 | 3% | -2 | -10%
COCCN(CCOC)c1nc(C)nc2c1nc(-c1ccccc1)n2CCCN1CCCCC1C (centres undefined) | -6% | 2 | -3%
O=C(CCCc1ccc(-c2ccccc2F)cc1)Nc1ccc(O)cc1 | 1.6µM* | 1 | 4.5µM*
CC(C)NC(=O)N1CCC2(CC1)CCN(S(C)(=O)=O)CC2 | -17% | 2 | -7%
COc1ccc(-c2nc(-c3ccccc3)oc2Nc2ccc3ccccc3c2)cc1 | 10% | 2 | -15%
O=C(O)c1c(C(=O)O)c2ccccc2[nH]c1=O | 13% | -33* | -6%
Cc1ccc(NC2=CC(=O)c3sc(C)nc3C2=O)cc1 | 2.2µM* | -16 | 2.5µM*
CC(=O)[C@H]1CC[C@H]2[C@@H]3C=CC4=CC(=O)CC[C@@]4(C)[C@H]3CC[C@]12C | 7%[2.98 µM] | 0 | 7%[17 µM]
CC(=O)O[C@@H]1CC[C@@]2(C)[C@H](C1)[C@H](OC(C)=O)C[C@@H]1[C@@H]2C[C@H]2[C@@H]3CN4C[C@H](C)CC[C@H]4[C@H](C)[C@H]3CC[C@@]12O | -3% | 1 | -1%
COc1ccccc1-c1cncnc1NCCNC(C)=O | -9% | 0 | 7%

Given in CSV form: three of the compounds above
compound,RORgamma inh,Coupling enz,VP16 counter
O=C(NCCc1c[nH]c2ccccc12)c1ccccc1O,30%,0,-21%
C[C@@H]1NC(=O)C/C=C\[C@@H](C)[C@@H]2C=C[C@H](O)[C@@H](COC(=O)[C@H](C)NC(=O)C/C=C\[C@@H](C)[C@@H]3C=C[C@H](O)[C@@H](COC1=O)O3)O2,2%[10 µM],2,4%[10 µM]
COc1cc2c(c(OC)c1OC)-c1ccc(OC)c(=O)cc1[C@@H](NC=O)CC2,-31%,-6,-3%

(next part)
SMILES | RORgamma inh | Coupling enz | VP16 counter
CCCn1c(C)nc2c(NCCN(C(C)C)C(C)C)nc(C)nc21 | -10% | 1 | -9%
CO/N=C(\C)CCN1CCCCc2nc(C)c(C)cc21 | 2%[10 µM] | -14 | 6%[10 µM]
CCN(CC)CCOc1ccc(C(O)(Cc2ccc(Cl)cc2)c2ccc(C)cc2)cc1 (centres undefined) | ? | 0 | ?
CCCC[C@@H]1C[C@H]1C(NC(=O)c1ccco1)c1ccc(-c2ccccc2)cc1 (some centres undefined) | 10% | 2 | -7%
COC(=O)[C@@]1(Cc2ccc(OC)cc2)[C@H]2c3cc(C(=O)N4CCCC4)n(Cc4nc5ccccc5[nH]4)c3C[C@H]2CN1C(=O)c1ccccc1 | ? | 4 | 25%
CC(C)C[C@@H](C(=O)N[C@@H](Cc1c[nH]c2ccccc12)C(N)=O)N1C[C@]2(CCCN2C(=O)[C@H](Cc2ccccc2)NC(=O)[C@H](Cc2ccccc2)NC(=O)[C@H](CCC(N)=O)NC(=O)[C@H](CCC(N)=O)NC(=O)[C@@H]2CCCN2C(=O)[C@H](CCCCN)NC(=O)[C@@H]2CCCN2C(=O)[C@@H](N)CCCNC(=N)N)CC1=O | -14% | 0 | -5%
CCC1=C2CC[C@H]3C(=O)N(CC(=O)OC)C(=O)[C@H]3[C@H]2[C@@]2(Cc3ccccc3)C(=NCCc3c[nH]c4ccccc34)OC(=O)N2C1=O | 26% | 0 | -8%
O=C(c1csnn1)N1CCC2(CC1)CN(C(c1ccccc1)c1ccccc1)C2 | 7% | 0 | 2%
CC(C)c1cccc2nc3c(c([Si](C)(C)C)c12)Cn1c-3cccc1=O | ? | -11 | -2%
C=CCOC(=O)N[C@H](/C(C(=O)OC)=C(\C)NCc1ccccc1)c1ccc(Br)cc1 | 1% | -7 | -1%
CN(C)C(=O)c1ccc(-c2nccc(NCc3cccnc3)n2)cc1 | 1% | 7 | -3%
COC(=O)[C@@H]1C[C@H]1[C@@H](NS(=O)(=O)c1ccc2ccccc2c1)c1ccccc1 | ? | 1 | -7%
c1ccc(CNc2oc(-c3ccccc3)nc2-c2cccc3ccccc23)cc1 | 3% | 1 | -9%
Cc1nc2[nH]c(=O)[nH]c(=O)c2[nH]1 | -4% | 1 | -6%
Cc1ccccc1-c1nc(NC2CC2)c2ccccc2n1 | 29% | 2 | -6%
CCC(=O)O[C@H](CC(=O)O)C[N+](C)(C)C | -1% | 3 | -3%
CCS(=O)(=O)N(C)[C@@H]1c2cc(C#N)ccc2OC(C)(C)[C@H]1O | 8%&25% | -3&-2 | 1%&0%
CCN(CC)CCCn1c(-c2ccccc2)nc2c(NCc3ccccc3)nc(C)nc21 | -4% | 0 | -1%
COc1ccc(Oc2ncc3ncc(=O)n(C4CC4)c3n2)cc1 | 12% | -2 | 3%
N[C@H](CO)Cc1cnc[nH]1 | -9% | 4 | ?
C#CCCCO/N=C1/C[C@@H](O)[C@@H](O)[C@@H]2[C@@H]3C(=O)N(C(C)(C)C)C(=O)[C@H]3CC[C@H]12 | -13%[10 µM] | 0 | 5%[10 µM]
CC(C)c1cccc2nc3c(c([Si](C)(C)C(C)(C)C)c12)Cn1c-3cccc1=O | 10% | -23 | 0%
CC/C=C\C/C=C\C/C=C\C/C=C\C/C=C\CCC(=O)O[C@H](COCCCCCCCCCCCCCCCC)COP(=O)([O-])OCC[N+](C)(C)C | 30% | 0 | 2%
N#Cc1ccccc1-c1ccc2ncnc(NCc3cccs3)c2c1 | ? | 0 | -12%
O=C(c1csnn1)N1CCC2(CC1)CCN(C(c1ccccc1)c1ccccc1)CC2 | -1% | 2 | -8%

Exported with two lines to a compound: entries from further up
Results follow in this order: RORgamma inh	Coupling enz	VP16 counter
CC(C)C[C@@H](C(=O)N[C@@H](Cc1c[nH]c2ccccc12)C(N)=O)N1C[C@]2(CCCN2C(=O)[C@H](Cc2ccccc2)NC(=O)[C@H](Cc2ccccc2)NC(=O)[C@H](CCC(N)=O)NC(=O)[C@H](CCC(N)=O)NC(=O)[C@@H]2CCCN2C(=O)[C@H](CCCCN)NC(=O)[C@@H]2CCCN2C(=O)[C@@H](N)CCCNC(=N)N)CC1=O
    -14%	0	-5%
CCC1=C2CC[C@H]3C(=O)N(CC(=O)OC)C(=O)[C@H]3[C@H]2[C@@]2(Cc3ccccc3)C(=NCCc3c[nH]c4ccccc34)OC(=O)N2C1=O
    26%	0	-8%
O=C(c1csnn1)N1CCC2(CC1)CN(C(c1ccccc1)c1ccccc1)C2
    7%	0	2%
CC(C)c1cccc2nc3c(c([Si](C)(C)C)c12)Cn1c-3cccc1=O
    ?	-11	-2%
C=CCOC(=O)N[C@H](/C(C(=O)OC)=C(\C)NCc1ccccc1)c1ccc(Br)cc1
    1%	-7	-1%

Additional structures follow:
SMILES | RORgamma inh | Coupling enz | VP16 counter
CCN(CC)CCCC(C)n1c(-c2ccccc2)nc2c(NC3CCCCC3)nc(C)nc21 (centres undefined) | -28% | -1 | -7%
CSCC[C@H](NC(=O)[C@H](Cc1ccc(OS(=O)(=O)O)cc1)NC(=O)[C@@H](N)CC(=O)O)C(=O)NCC(=O)N[C@@H](Cc1c[nH]c2ccccc12)C(=O)N[C@@H](CCSC)C(=O)N[C@@H](CC(=O)O)C(=O)N[C@@H](Cc1ccccc1)C(N)=O | 13% | -4 | 1%
Cc1cc2oc(=O)cc(-c3ccccc3)c2c(C)c1-c1sccc1C=O | -10% | 6 | -4%
CO[C@@H]1COC(=O)[C@H](COCc2ccccc2)NC(=O)C/C=C\[C@@H](C)[C@H](OC)COC(=O)[C@@H](C)NC(=O)C/C=C\[C@H]1C | 27%[10 µM] | 4 | -4%[10 µM]
CC(=O)N1CCN(C)CC1 | -2% | 3 | 0%
Cc1nc(NC2CCCCC2)c2nc(-c3ccccc3)n(CCCN3CCCCC3C)c2n1 (centres undefined) | ? | -1 | -4%
O=S(=O)(CCc1ccccc1)c1nnnn1-c1ccccc1 | -1% | 2 | -4%
COc1ccc2[nH]cc(CCNc3cc(-c4cccc(C#N)c4)ncn3)c2c1 | 3% | 0 | -2%
C[C@]12CC[C@H]3c4ccc(OC[C@H]5CO5)cc4CC[C@H]3[C@H]1CC[C@@H]2O | -5%[10 µM] | 1 | 10%[10 µM]
O=C(Nc1cccc(F)c1)N1CCC2(CC1)CCN(C(=O)c1ccco1)CC2 | ? | 4 | 11%
C=C1CCC2C(C)(CO)C(O)CCC2(C)C1C/C=C1\C(=O)OCC1O (centres undefined) | 13µM* | 7 | -22%
CCCc1cc2c(c(=O)o1)C(O)C1OC1C2=O (centres undefined) | ? | 6 | ?
CN(C)c1ncc2nc(-c3ccccc3)c(=O)n(CCC#N)c2n1 | -5% | 2 | 2%
CCNc1ncc2nc(-c3ccc(OC)cc3)c(=O)n(CCC#N)c2n1 | 5% | 8 | -4%
COc1ccc(CNc2nc(-c3cccnc3)nc3ccccc23)c(OC)c1 | 32% | -3 | 7%
COc1ccccc1CNc1ccnc(-c2ccc(N(C)C)cc2)n1 | ? | -8 | 14µM*
N#CCCCS(=O)(=O)c1nnnn1-c1ccc(Br)cc1 | 8% | 1 | -22%
NCC1OC(n2cnc3c(=O)[nH]c(N)nc32)C(O)C1O (centres undefined) | 0% | 4 | 5%
COC(=O)C/C=C\[C@@H](C)[C@@H](/C=N\OCC[C@H]1C=C[C@H](OC(C)=O)[C@@H](COC(C)=O)O1)NS(=O)(=O)c1ccc(C)cc1 | 1%[10 µM] | 1 | -5%[10 µM]
CN(C)Cc1ccccc1-c1ccc2ncnc(NCc3ccccc3)c2c1 | -12% | -3 | 17%
O=C(Nc1ccccc1)N1CCCC2(CCN(C(=O)c3ccco3)CC2)C1 | 40% | 2 | -1%
CCCCC1=CC2=C(c3ccco3)C(=O)C(C)(OC(=O)c3ccc(OC)cc3)C(=O)C2=CO1 (centres undefined) | 16% | 0 | 0%
CC(=O)OC1CCC2(C)C3=C(CCC2C1(C)C)[C@@]1(C)CCC(C(C)CCC=C(C)C)[C@@]1(C)CC3 (some centres undefined) | -25% | 1 | 3%
O=C1C[C@@H](O)[C@@H](O)[C@H]2[C@@H]3C(=O)N(C[C@@H]4CCCO4)C(=O)[C@@H]3CC[C@H]12 | 14%&-1%[10 µM] | 0&0 | -10%&0%[10 µM]
CCCCNc1nc(C)nc2c1nc(-c1ccccc1)n2CCCN(C)C | 0% | 0 | -3%
O=C(O)[C@H]1CN(C/C=C/P(=O)(O)O)CCN1 | -16%&3% | 1 | -7%&-9%

This is a subset (hit frequency here may not be typical).
